Screening results (PubChem BioAssay)
IL-2 act = qHTS of IL-2 Activators; activation, % (series mostly up to about 46 µM); 0.065% of 360,000 active; IL-2 activation reporter assay, cell-based qHTS; stimulated with anti-CD3/CD4/CD28 beads; in transgenic mouse T cells; in the data active = activation above about 50%; inconclusive = mostly about 30% to 49%; note: 0% is about no effect
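First, unstimulated transgenic mouse T cells were exposed to compound for 60 min. Next, anti-CD3/anti-CD4-coated beads with anti-CD28 were added. Finally, after 18 h at 37 degrees C, EGFP and DsRed were imaged.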
EPAC1 antag = qHTS for Antagonist of cAMP-regulated guanine nucleotide exchange factor 3 (EPAC1): primary screen | Rap guanine nucleotide exchange factor 3 (Homo sapiens), O95398 | EPAC1 GEF assay, Rap1b-BODIPY-GDP exchange fluorescence | Potency, µM (highest dose often 115 µM), inactives show at the highest dose activity change, negative = inhibition, most hits filed as inhibitors | 0.14% of 360,000 active | AID 720709, 2013;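 note: potency is the fitted concentration of half-maximal effect; plate controls were vehicle for no effect and positive control for full effect; nearly all actives have a fitted effect of over 50% in size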
Abeta rescue = qHTS for compounds that reverse cellular toxicity of Amyloid beta (A-beta) peptide in yeast: Primary Screen; yeast expressing A-beta42, growth rescue, OD600, 48 h; response scale: 0% DMSO, 100% iron-clioquinol control; Potency, µM (highest dose often 46.1 µM), for inactives: top-dose growth rescue, hits mostly activators; 0.063% of 410,000 active; AID 1347071, 2019; note: potency is the fitted concentration of half-maximal effect; nearly all actives have a fitted effect of over 55% in size
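Yeast A-beta toxicity model in growth medium with pinned compounds, 48 h at 30 C; growth read as absorbance at 600 nm. Normalized to FeCl3/clioquinol equimolar mix (positive) and DMSO (negative).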
EPAC1 agonist = qHTS for Agonist of cAMP-regulated guanine nucleotide exchange factor 3 (EPAC1): primary screen | Rap guanine nucleotide exchange factor 3 (Homo sapiens), O95398 | EPAC1 agonist qHTS, biochemical assay; response scale: 100% = response to 6.5 mM cAMP | Potency, µM (titrated, usually from 154 µM), for inactives: at the highest dose activation, actives largely listed as activators | 0.073% of 360,000 active | AID 720707, 2013; note: potency is the fitted concentration of half-maximal effect; nearly all actives have a fitted effect of over 60% in size
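Read-out is the fluorescence drop as BODIPY-GDP leaves Rap1B (480 nm excitation, 540 nm emission), recorded every 5 minutes over 30 minutes. Reactions held 100 nM EPAC1, 250 nM Rap1B–BODIPY-GDP and 50 uM GDP, with 6.5 mM cAMP setting full activation.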
FUS yeast rescue = qHTS for Suppressors of FUS Proteinopathy: Primary screen using FUS-linked yeast assay; Potency, µM (titrated, usually from 76.6 µM), for inactives: at the top dose growth rescue (activation), most hits filed as activators; S. cerevisiae FUS-expressing, growth rescue, OD600, 24 h; 0.24% of 390,000 active;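 note: potency is the fitted concentration of half-maximal effect; plate controls were DMSO vehicle for no effect and reference control for full effect; nearly all actives have a fitted effect of over 55% in size; some results filed as inactive show a strong effect at the top dose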
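Toxicity suppression screen in FUS-yeast. Cells induced with 2% galactose, starting OD 0.005, treated 24hr at 30C with compounds at multiple final concentrations; growth by OD600.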
PLK1 PBD block = qHTS for Inhibitors of PLK1-PDB (polo-like kinase 1 - polo-box domain): Primary Screen. Potency, µM, inactives show max response, negative = inhibition, hits mostly inhibitors. 2.8% of 360,000 active. AID 720504, 2013. Plk1 PBD binding of FITC phosphopeptide, fluorescence polarization. Serine/threonine-protein kinase PLK1 (Homo sapiens), P53350; note: potency is the fitted concentration of half-maximal effect; series mostly up to about 57 µM; % is set by controls: 0 for no effect and ±100 for the full control effect; nearly all actives have a fitted effect of over 65% in size
PI5P4Ka inh = qHTS for Inhibitors of phosphatidylinositol 5-phosphate 4-kinase (PI5P4K) | max response, % | PI5P4Kalpha enzyme, ADP-Glo luminescence, 60 min; hits give low values | 1.2% of 330,000 active; active = max response of -50% or lower; inconclusive = between -30% and -50%; inactive = -30% or higher; note: value at the top dose of about 77 µM; % is set by controls: 0 for no effect and ±100 for the full control effect
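Quantitative HTS of the MLSMR library against PI5P4Kalpha with substrate. ATP added last at 5 microM final; room temperature, 60 minutes. Remaining ATP depleted, ADP converted and read as luminescence.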
WRN inhibitor = qHTS for Inhibitors of WRN Helicase | WRN helicase unwinding, fluorescent forked duplex, kinetic | Bifunctional 3'-5' exonuclease/ATP-dependent helicase WRN (Homo sapiens), Q14191 | 0.46% of 360,000 active | Potency, µM (series often up to 114 µM), inactives show at the top dose activity change, negative = inhibition, usual class: inhibitors; note: potency is the fitted concentration of half-maximal effect; % is set by controls: 0 for no effect and ±100 for the full control effect; nearly all actives have a fitted effect of over 55% in size
Target sequence (Q14191 whole entry, looked up): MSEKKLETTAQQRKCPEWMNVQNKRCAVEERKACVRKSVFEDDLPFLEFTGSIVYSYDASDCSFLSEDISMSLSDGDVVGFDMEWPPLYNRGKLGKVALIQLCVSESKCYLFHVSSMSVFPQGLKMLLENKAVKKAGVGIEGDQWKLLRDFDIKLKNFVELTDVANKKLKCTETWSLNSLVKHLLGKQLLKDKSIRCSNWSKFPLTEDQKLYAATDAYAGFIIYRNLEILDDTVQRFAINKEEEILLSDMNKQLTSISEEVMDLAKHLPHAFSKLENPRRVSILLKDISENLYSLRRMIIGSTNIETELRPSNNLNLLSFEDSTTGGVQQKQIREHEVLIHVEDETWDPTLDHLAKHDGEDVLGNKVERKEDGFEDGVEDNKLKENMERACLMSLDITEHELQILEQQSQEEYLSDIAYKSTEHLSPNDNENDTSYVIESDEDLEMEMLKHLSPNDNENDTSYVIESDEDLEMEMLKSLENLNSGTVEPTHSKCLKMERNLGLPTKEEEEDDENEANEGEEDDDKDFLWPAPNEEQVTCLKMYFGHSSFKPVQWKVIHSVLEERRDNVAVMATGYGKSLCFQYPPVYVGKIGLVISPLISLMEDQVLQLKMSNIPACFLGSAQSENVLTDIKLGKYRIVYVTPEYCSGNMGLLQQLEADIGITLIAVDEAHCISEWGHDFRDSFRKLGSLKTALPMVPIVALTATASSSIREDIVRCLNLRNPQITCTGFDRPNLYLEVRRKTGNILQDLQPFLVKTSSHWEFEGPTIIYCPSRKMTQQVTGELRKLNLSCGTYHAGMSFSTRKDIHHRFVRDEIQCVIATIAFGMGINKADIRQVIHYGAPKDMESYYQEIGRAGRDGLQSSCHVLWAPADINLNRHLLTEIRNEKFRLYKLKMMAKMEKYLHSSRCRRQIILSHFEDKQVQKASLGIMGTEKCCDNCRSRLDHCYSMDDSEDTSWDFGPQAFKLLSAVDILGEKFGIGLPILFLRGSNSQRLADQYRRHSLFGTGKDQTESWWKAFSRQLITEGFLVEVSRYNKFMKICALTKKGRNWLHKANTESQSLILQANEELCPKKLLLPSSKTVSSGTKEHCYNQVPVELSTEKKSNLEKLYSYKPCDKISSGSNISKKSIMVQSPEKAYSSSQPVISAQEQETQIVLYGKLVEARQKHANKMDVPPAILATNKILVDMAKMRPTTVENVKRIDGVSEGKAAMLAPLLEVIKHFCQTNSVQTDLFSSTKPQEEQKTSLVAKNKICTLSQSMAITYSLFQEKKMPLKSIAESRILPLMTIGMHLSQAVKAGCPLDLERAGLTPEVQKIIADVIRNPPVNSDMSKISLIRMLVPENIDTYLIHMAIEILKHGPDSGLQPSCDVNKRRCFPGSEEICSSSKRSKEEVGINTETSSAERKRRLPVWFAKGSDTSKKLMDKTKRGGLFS
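Screening of the MLSMR collection measured strand separation of a quenched forked DNA duplex (100 nM) by 20 nM WRN with 2 mM ATP, all final. Compounds were preincubated with enzyme 15 min at room temperature.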
An asterisk follows results filed as active; ? = inconclusive; nt = no result given; [ ] = remark or other dose. Unless noted, calls come from the whole dose curve; as a rule, active = well fitted curve in the direction sought with a large enough effect; inconclusive = small, poorly fitted or top-dose-only effect, or another doubt; inactive = no such curve, though single readings can be large; an effect the other way counts as inactive or inconclusive.

Structure | PI5P4Ka inh | FUS yeast rescue | EPAC1 antag | IL-2 act | Abeta rescue | WRN inhibitor | EPAC1 agonist | PLK1 PBD block
CC(=O)c1c(N2CCN(C)CC2)nc(=S)n(-c2cc(C)ccc2C)c1C | 1.2 | 4.9% | 20.3% | 0.0 | 1.1% | 0.5% | -1.5% | -1.4%
CC(CC(=O)Nc1ccccc1)n1ccnc1 (stereo not drawn) | 0.6 | -26.8% | 1.8% | 0.0 | 9.3% | 8.1% | -6.9% | -1.8%
Nc1ccc(S(=O)(=O)NC2(C(F)(F)F)NC(=O)N(c3ccccc3F)C2=O)cc1 (stereo not drawn) | 10.0 | -17.4% | -2.8% | 0.9 | -11.5% | 0.0% | -5.4% | 2.5%
O=C(C[C@H]1C/C=C\CC[C@H](Cc2ccc(F)cc2)C(=O)O[C@@H](c2ccccc2)CNC1=O)N[C@@H](CO)Cc1ccccc1 | -3.4 | 42.1% | 4.2% | -0.8 | -0.2% | -2.3% | -0.5% | 4.4%
O=S(=O)(c1ccc2c(c1)OCCO2)N1CCC(c2nc3ccccc3s2)CC1 | nt | 7.2% | 6.0% | -1.6 | -9.3% | 0.0% | 2.5% | -3.5%
Cc1cc(C(=O)CSc2nnc(-c3cccnc3)n2-c2ccccc2)c(C)n1CC1CCCO1 (stereo not drawn) | nt | 19.3% | 8.4% | 15.9 | 3.4% | -9.3% | 4.6% | -5.4%
CC1S/C(=N/N=C2CCCCC2)NC1=O (stereo not drawn) | 3.0 | 22.6% | 9.1% | -0.8 | 5.3% | 0.2% | -2.4% | -4.4%
C/C(Cl)=C/Cc1c(C)[nH]c2c(ccc3ccccc32)c1=O | -5.6 | -13.4% | 2.1% | -3.5 | -10.6% | 1.6% | -7.6% | -1.8%
COc1cc(NC(=O)COc2cc(C)cc3oc(=O)c(C)c(C)c23)cc(OC)c1OC | 6.4 | 24.1% | -4.0% | -2.4 | 8.6% | -0.8% | 4.5% | ?
CCOC(=O)CNc1ccc(C(=O)OCC)cc1[N+](=O)[O-] | -5.2 | nt | -14.7% | -0.3 | -1.4% | 8.9% | 1.0% | -2.8%
O=C(CCNC(=O)Cn1ccc2ccccc2c1=O)NCCC1=CCCCC1 | 0.2 | 4.6% | 8.7% | 0.8 | 7.4% | 0.4% | 4.4% | -9.3%
O=C(Nc1ccc(F)cc1)C(c1ccncc1)N1CCN(CC(=O)N2CCCC2)CC1 (stereo not drawn) | 4.1 | -3.7% | -22.2% | 0.6 | -10.4% | -11.6% | 5.0% | -15.5%
CCc1nc2c(OC)cccn2c1N(C)C(=O)c1ccccc1F | -4.0 | -12.4% | -5.1% | 0.9 | -0.5% | -1.0% | -2.3% | -9.4%
CCN1CC(CNC(=O)c2ccc3nc(Cc4cccc(Cl)c4)oc3c2)CC1=O (stereo not drawn) | 0.9 | 22.1% | -6.8% | 0.3 | nt | -7.4% | 8.8% | 1.7%
CC1CCN(CCCCOc2ccc([N+](=O)[O-])cc2)CC1 | 0.8 | 22.9% | 4.8% | -0.4 | -5.9% | 0.2% | 5.6% | -3.9%
CCN(C(=O)c1ccccc1F)c1nc(-c2ccc(OC)cc2)cs1 | 19.4 | -2.3% | -18.4% | 0.1 | 2.9% | -10.2% | -5.1% | 3.5%
CCCC(=O)O[C@@H]1C[C@@H](C)N(C(=O)c2ccccc2)c2ccc(C)cc21 | -1.7 | 8.9% | 8.2% | -1.5 | -15.3% | -23.6%[57.1 µM] | -3.4% | -6.1%
COc1ccc(C(=O)N2CCCC(c3cc(C(=O)Nc4ccccc4)no3)C2)cc1 (stereo not drawn) | -3.2 | 19.5% | -7.8% | -0.2 | -12.1% | -2.8% | -3.3% | -12.5%
Cc1oc2ccc(OCC(N)=O)cc2c1C(=O)OC(C)C | 4.0 | 22.3% | -11.0% | -0.5 | 19.6% | -14.8% | 2.1% | -12.0%
OC[C@@H]1CN(Cc2ccc(Cl)cc2)C[C@H](n2cnc3c(N4CCN(c5ccccc5)CC4)ncnc32)O1 | 26.8 | ? | -12.5% | -0.3 | 9.4% | -9.4% | 13.6% | -5.7%
CC(C)CNC(CC(=O)O)c1ccccc1 (stereo not drawn) | -6.1 | 0.5% | -10.1% | 1.7 | -1.6% | 7.6% | -16.5% | 6.5%
O=c1c2ccccc2nc(/C=C/c2ccc3c(c2)OCO3)n1CCCO | 0.8 | 15.7% | -9.0% | 0.7 | -11.8% | -4.6% | 6.3% | -4.4%
Cc1[nH]c2ccccc2c1C(=O)COC(=O)C1CC(=O)N(Cc2ccco2)C1 (stereo not drawn) | -3.3 | 22.8% | -15.5% | 0.1 | -7.6% | -4.2% | 2.3% | -14.7%
FC(F)Sc1ccc(-n2c(-c3ccc(Cl)cc3)c[n+]3c2CCC3)cc1 | -3.9 | -23.9% | -18.8% | -2.6 | -7.2% | 7.6% | 1.7% | -16.0%
CCN(CC(=O)Nc1c(F)cccc1F)C(=O)CNC(=O)c1sc2ccccc2c1Cl | -6.4 | 16.5% | -22.3% | 9.2 | -6.7% | 0.6% | -13.0% | 3.7%
CC(=O)Nc1ccc(-c2ccnc3c2CC(C(=O)Nc2cccnc2)O3)cc1 (stereo not drawn) | -1.0 | -22.0% | 4.5% | 1.1 | -2.2% | 6.5% | -7.3% | 4.5%
CCc1ccc(NC(=O)N[C@H](C(=O)O)C(C)CC)cc1 (stereo partly drawn) | -3.6 | -8.8% | 6.3% | -1.0 | 11.7% | 1.1% | 4.4% | 4.9%
COc1ccc(N2CCN(C(=O)Cc3coc4cc(C)ccc34)CC2)cc1 | 2.7 | ? | -7.3% | 0.1 | -0.7% | -3.4% | -0.7% | -7.5%
COc1ccc(CNC(=O)CN2C(=O)NC3(CCCCCC3)C2=O)cc1OC | -0.5 | -6.6% | -9.3% | -3.3 | 7.3% | -2.5% | 11.4% | -4.3%
NC(=O)c1cc2cc(Cc3ccccc3Cl)ccc2oc1=O | -6.3 | 23.5% | -20.5% | -0.8 | 8.0% | 25.4% | -1.8% | -8.5%
CC(C)CN1C(=O)CC(Sc2ccccc2C(=O)O)C1=O (stereo not drawn) | nt | 17.7% | 9.4% | -3.5 | -3.9% | 1.2% | -8.0% | -6.9%
CCOC(=O)N1CCN(S(=O)(=O)c2ccc(C(=O)Nc3nc4c(s3)CC(C)CC4)cc2)CC1 (stereo not drawn) | -1.0 | nt | -13.7% | -0.2 | 7.0% | -6.1% | -3.8% | -1.3%
O=C(NCCc1csc(-c2cccnc2)n1)c1ccc(Br)o1 | -21.7 | 3.6% | -1.0% | -2.2 | -17.1% | -15.8% | -16.8% | -24.5%
COc1cc(C)c(NC(=O)c2cccc(S(=O)(=O)N3CCCC3)c2)cc1OC | 0.5 | 8.2% | 2.0% | -0.3 | -6.7% | 5.9% | -6.6% | -1.6%
COc1ccc(Nc2nnc(SCC(=O)NC3CC3)s2)cc1 | -0.6 | -26.6% | 0.9% | -0.4 | -16.7% | -6.5% | 7.6% | -7.1%
COCCCNC(=S)N(CCCO)Cc1cc2cc3c(cc2[nH]c1=O)OCCO3 | 5.4 | 5.9% | -11.0% | 0.0 | -6.7% | 0.8% | 1.1% | -3.1%
CC1C(=O)N2CCCc3cc(NC(=O)c4ccccc4Br)cc1c32 (stereo not drawn) | 0.0 | 10.5% | 8.2% | -2.2 | 2.5% | -4.0% | 4.8% | -0.2%
CC1(C)CC2CC(C)(CN2S(=O)(=O)c2ccc(F)cc2F)C1 (stereo not drawn) | -3.0 | -16.8% | -17.1% | -0.5 | -14.9% | 2.7% | -9.6% | -12.6%
C=CCNc1nc(C(=O)OCC(=O)NCc2cccc(Cl)c2)cs1 | 4.8 | 14.0% | 9.2% | -0.3 | -2.3% | -1.2% | 13.4% | -2.0%
COc1ccc(CNC(C)(C)C)cc1Cl | nt | 22.8% | -0.6% | 7.8 | 25.8% | -0.9% | 4.9% | -9.0%

Three of the entries above in order of their number in IL-2 act, low to high.
| structure | IL-2 act |
| --- | --- |
| CC1C(=O)N2CCCc3cc(NC(=O)c4ccccc4Br)cc1c32 (stereo not drawn) | -2.2 |
| COc1ccc(Nc2nnc(SCC(=O)NC3CC3)s2)cc1 | -0.4 |
| COc1ccc(CNC(C)(C)C)cc1Cl | 7.8 |

(listing goes on)
Structure | PI5P4Ka inh | FUS yeast rescue | EPAC1 antag | IL-2 act | Abeta rescue | WRN inhibitor | EPAC1 agonist | PLK1 PBD block
CC(=O)c1cccc(OCC(O)CNCC2COc3ccccc3O2)c1 (stereo not drawn) | -3.2 | -12.8% | -2.6% | 0.7 | -12.9% | -5.3%[57.1 µM] | 14.0% | 2.8%
COc1ccccc1NC(=O)CN1CCN(CC(=O)Nc2ccccc2Cl)CC1 | 16.7 | 1.4% | 11.2% | -1.0 | -10.2% | -3.2% | 5.2% | -6.0%
O=C(O)c1cc(N=Nc2c(O)ccc3ccccc23)cc(C(=O)O)c1 | ? | 3.5% | -5.9% | -4.3 | -0.8% | -29.2%[57.1 µM] | 10.2% | 9.47µM*
O=C(CSc1nnc2ccc(-c3ccc(F)cc3)nn12)NCC1CCCO1 (stereo not drawn) | -8.8 | -8.5% | -7.5% | 0.2 | -2.6% | 5.1% | 7.9% | -9.7%
CC(=O)Cc1cc2cc([N+](=O)[O-])ccc2oc1=O | 0.8 | 6.0% | 7.1% | -0.7 | 2.7% | -6.6% | -6.1% | -4.1%
COc1cccc(NC(=O)CN(C)C(=O)c2ccc(OCc3ccccc3)c(OC)c2)c1 | 25.2 | 24.5% | -9.7% | -3.9 | 19.5% | -4.0% | 4.7% | -1.4%

No enrichment for hits; any-hit rate near 4.1%.
